Source: PubChem
SR-BI HDL uptake: blocks mouse SR-BI lipid uptake from DiI-HDL; 320,000 tested, 0.96% active; Q61009; ldlA[mSR-BI] CHO cells, DiI-HDL uptake fluorescence, 3 h; inhibition, % at 12.5 µM;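 active means mean replicate inhibition of at least 70% and a set share of replicates each scoring 70 or more; inconclusive means meets just one of the two criteria; inactive means fails both criteria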;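 further: 0% = median of neutral control wells and 100% = median of positive control wells; values of inactives mirror those of a sister screen read the other way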
Target sequence (Q61009 whole entry, looked up): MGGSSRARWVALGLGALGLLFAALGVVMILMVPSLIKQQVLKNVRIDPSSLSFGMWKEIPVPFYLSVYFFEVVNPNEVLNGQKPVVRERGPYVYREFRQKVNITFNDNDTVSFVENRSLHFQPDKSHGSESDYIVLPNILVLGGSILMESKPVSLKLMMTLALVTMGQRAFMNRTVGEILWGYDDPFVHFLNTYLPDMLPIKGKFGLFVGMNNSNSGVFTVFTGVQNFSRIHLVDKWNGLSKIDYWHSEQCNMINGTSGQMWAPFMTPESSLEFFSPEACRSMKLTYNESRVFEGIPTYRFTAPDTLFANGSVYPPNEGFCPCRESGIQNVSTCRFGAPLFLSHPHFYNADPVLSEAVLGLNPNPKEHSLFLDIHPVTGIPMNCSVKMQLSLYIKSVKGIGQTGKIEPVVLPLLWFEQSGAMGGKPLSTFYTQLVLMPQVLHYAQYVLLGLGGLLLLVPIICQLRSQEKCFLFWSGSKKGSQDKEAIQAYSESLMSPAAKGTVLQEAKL
HTR5A inv ctr: inverse agonist of human HTR5A in OPRM1-OPRD1 counter-screen; 340,000 tested, 0.083% active; inhibition, % at 9.3 µM; P47898; HTR5A cell line, luminescence, inverse agonism; in the data active means inhibition mostly above about 23%, no sharp cut-off; inactive means mostly below about 18%;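 further: 0% = cells with DMSO and 100% = no-cell wells with DMSO; some compounds called inactive have numbers as strong as hits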
V-ATPase pH: yeast V-ATPase proton transport regulation by pHLuorin | S. cerevisiae, pHLuorin cytosolic pH fluorescence | response, % at 10 µM | 350,000 tested, 0.37% active | AID 504577; in the data active means response mostly above about 7.3%, no sharp cut-off; inactive means mostly below about 5.4%; further: actives read high; inactives centre near 0; some compounds called inactive have numbers as strong as hits; reference of the scale not given here
MITF TRPM1 HTS: increases MITF-driven TRPM1 promoter luciferase signal; 300,000 tested, 0.75% active; activation, % at 12.5 µM; SK-MEL-5 TRPM1-promoter luciferase, 24 h; % of positive control, neutral wells = 0;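 active means mean activation of at least 80% with every replicate also reaching 80%; inconclusive means mean reaches 80% but some replicate falls short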;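 further: 0% = neutral control wells and 100% = parthenolide positive control wells; values of inactives mirror those of a sister screen read the other way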
dFosB activator: activators of mouse delta FosB homodimer; activation, % at 25 µM; P13346; 340,000 tested, 0.99% active; purified delta FosB, TAMRA-CDK5 oligo fluorescence polarization; percent of positive-control signal above neutral wells;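 active means mean activation above about 17%, with every replicate also reaching it, limit read from the data, passing the limit was not always enough; inconclusive means only one of the two conditions met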;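 further: fluorescence polarization rise as delta FosB binds a TAMRA Cdk5 AP-1 oligo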
Target sequence (P13346 whole entry, looked up): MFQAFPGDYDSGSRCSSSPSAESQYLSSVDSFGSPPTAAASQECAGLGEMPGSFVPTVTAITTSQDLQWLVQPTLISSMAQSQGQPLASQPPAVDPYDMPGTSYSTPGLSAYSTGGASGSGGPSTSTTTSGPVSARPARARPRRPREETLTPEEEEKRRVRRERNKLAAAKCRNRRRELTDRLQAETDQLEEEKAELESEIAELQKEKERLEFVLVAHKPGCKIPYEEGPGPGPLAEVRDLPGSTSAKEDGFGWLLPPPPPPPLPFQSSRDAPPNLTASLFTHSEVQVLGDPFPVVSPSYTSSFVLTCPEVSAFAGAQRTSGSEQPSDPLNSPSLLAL
NSD2 HMT inh: blocks human histone methyltransferase NSD2 | O96028 | NSD2 peptide methylation, AlphaScreen, 120 min | inhibition, % at 12.5 µM | 310,000 tested, 0.54% active | AID 743445; in the data active means inhibition above about 50%
HTR5A ag ctr: activates human HTR5A in OPRM1-OPRD1 agonist counter-screen | activation, % at 9.3 µM | AID 504692 | HTR5A agonist assay, luminescence, cell-based | P47898 | 340,000 tested, 0.61% active; in the data active means activation mostly above about 9.5%, no sharp cut-off; inactive means mostly below about 7.6%;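 further: 0% = cells with vehicle only and 100% = reference agonist; strong numbers were not always called active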
PvdQ inh: P. aeruginosa PvdQ acylase inhibition; purified PvdQ acylase, fluorescence plate reader; AID 488965; inhibition, % at 10 µM; 340,000 tested, 0.063% active; in the data active means inhibition above about 30%, passing the limit was not always enough; inconclusive means no clear call, values can overlap the other calls;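 further: 0% = vehicle neutral wells and 100% = reference inhibitor wells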
CDK5 inh: inhibitors of human CDK5/p35 kinase; Recombinant CDK5/p35, ADP-Glo luminescence, 60 min; 330,000 tested, 0.01% active; inhibition, % at 10 µM; Q00535+Q15078; AID 488839;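 active means highest replicate inhibition of at least 50% and at least 75% of replicates reaching 50%; inconclusive means only one of the two criteria met; inactive means both criteria failed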;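 further: plate controls were DMSO neutral control for no effect and GW8510 at 10 µM for full effect; many of its hits are not listed in these tables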
Wnt bcat act: Wnt/beta-catenin pathway activation | Wnt/beta-catenin reporter cell assay, activator, plate reader | activation, % at 9.35 µM | 300,000 tested, 1.2% active | AID 743398; in the data active means activation above about 30%, passing the limit was not always enough; inconclusive means no clear call, values can overlap the other calls;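 further: 0% = neutral control wells and 100% = positive control wells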
An asterisk follows results filed as active; ? = inconclusive; · = no result given.

SMILES	SR-BI HDL uptake	HTR5A inv ctr	V-ATPase pH	MITF TRPM1 HTS	dFosB activator	NSD2 HMT inh	HTR5A ag ctr	PvdQ inh	CDK5 inh	Wnt bcat act
COc1ccc(C2CC2/C(C)=N/OC(=O)c2ccc(F)cc2)cc1 (stereo not given)	·	-5	0	7	-16	-1	2	-17	-4.9	-6
Cc1ncc([N+](=O)[O-])n1Cc1ccccc1F	-10	-8	7	1	5	-2	3	8	-0.6	-1
O=C(NCCc1ccc(O)cc1)c1ccc(Cl)cc1	·	6	0	98*	-2	-2	-2	-11	1.1	·
O=C1c2ccccc2NC(c2ccc(-c3ccccc3F)o2)N1O (stereo not given)	-1	-2	0	?	0	·	-2	-14	0.6	?
CC(C)(C)NC(=O)COc1coc(CN2CCN(Cc3ccccc3)CC2)cc1=O	-9	-5	1	6	0	-1	10	-1	1.5	-1
CCOC(=O)C1(CCOc2ccccc2)CCN(Cc2ccc(NC(C)=O)cc2)CC1	-1	10	-3	-4	-7	-3	-4	9	-0.6	-4
CCc1ccc(-c2cc(C(=O)NN3CCOCC3)c3ccccc3n2)s1	20	5	3	15	-6	-3	-2	5	0.4	3
COC(=O)C[C@H]1c2ccccc2S(=O)(=O)N1C(C)C	-13	14	1	3	3	·	6	-7	-0.3	0
COc1ccc2nc(N)sc2c1	-4	-12	2	12	-2	0	9	-25	0.2	·
CCCS(=O)(=O)c1cnc(C2COc3ccccc3O2)nc1N (stereo not given)	-13	-10	-1	-70	-1	1	3	-3	12	-9
O=C(NCc1ccncc1)C(=O)N/N=C/c1ccc(OCc2ccccc2)cc1	23	10	-1	34	13	-3	-5	5	-0.7	18
COc1ccc(C2=CC(=O)C[C@H](c3ccc4c(c3)OCO4)C2)cn1	13	14	3	15	-15	·	1	-12	-0.8	-3
CC(C)(C)OC(=O)NCCCCCNC(=O)c1nc[nH]c1C(=O)NCCCCCNC(=O)OC(C)(C)C	19	-12	-4	-53	2	·	2	6	-1.0	-6
CCOc1ccccc1NC(=S)N(CCC(C)C)C1CCN(C(C)=O)CC1	·	-17	2	5	-10	3	3	0	-0.5	0
O=C(O)c1cn(C2CCCCC2)c2ccccc2c1=O	-9	-5	-2	-3	0	1	2	-6	-0.1	0
Brc1ccc(-c2nnc3sc(CN4CCN(c5ccccc5)CC4)cn23)cc1	-22	3	0	-10	2	1	-3	-12	1.6	-2
Cc1cc(C)cc(C(=O)NCC(=O)OCC(=O)NC2CC2)c1	-2	-11	-3	6	-1	-2	3	-3	0.3	-1
CCOC(=O)C1=C(C)OC(N)=C(C#N)C1c1ccc(OC)c(C)c1OC (stereo not given)	-14	3	1	-4	-9	-2	-1	-1	-0.5	8
COc1ccc(NC(=O)CSc2nnc(-c3ccoc3C)n2CCc2ccccc2)cc1	9	-4	0	0	-7	4	1	-12	0.2	-4
COc1ccc(NS(=O)(=O)c2ccc(Cl)c(NC(=O)c3cccnc3Cl)c2)cc1	3	-2	-1	-5	-5	-6	1	-10	0.3	2
CCc1ccc(C(=O)Nc2cccc(-c3nn[nH]n3)c2)s1	-22	11	0	0	-5	4	2	-12	0.2	2
CCCCNC(=O)[C@H]1C[C@H]1[C@@H](O)[C@H](CO)NC(=O)[C@H](CC(C)C)NC(=O)OC(C)(C)C	3	-45	-2	-2	7	·	-1	-7	-0.6	·
COc1ccc(OC)c(-c2csc(NC(=O)CSc3nnnn3C)n2)c1	3	8	1	7	33*	·	-3	-6	1.6	-5
O=C(Cn1cnc2ccccc21)Nc1cccc([N+](=O)[O-])c1	-10	·	0	-2	-2	-4	·	-6	0.2	-1

Arranged by length of the SMILES (highest first): 12 of the compounds above.
SMILES	SR-BI HDL uptake	HTR5A inv ctr	V-ATPase pH	MITF TRPM1 HTS	dFosB activator	NSD2 HMT inh	HTR5A ag ctr	PvdQ inh	CDK5 inh	Wnt bcat act
CCCCNC(=O)[C@H]1C[C@H]1[C@@H](O)[C@H](CO)NC(=O)[C@H](CC(C)C)NC(=O)OC(C)(C)C	3	-45	-2	-2	7	·	-1	-7	-0.6	·
COc1ccc(NS(=O)(=O)c2ccc(Cl)c(NC(=O)c3cccnc3Cl)c2)cc1	3	-2	-1	-5	-5	-6	1	-10	0.3	2
CCOC(=O)C1(CCOc2ccccc2)CCN(Cc2ccc(NC(C)=O)cc2)CC1	-1	10	-3	-4	-7	-3	-4	9	-0.6	-4
CC(C)(C)NC(=O)COc1coc(CN2CCN(Cc3ccccc3)CC2)cc1=O	-9	-5	1	6	0	-1	10	-1	1.5	-1
CCOC(=O)C1=C(C)OC(N)=C(C#N)C1c1ccc(OC)c(C)c1OC (stereo not given)	-14	3	1	-4	-9	-2	-1	-1	-0.5	8
CCOc1ccccc1NC(=S)N(CCC(C)C)C1CCN(C(C)=O)CC1	·	-17	2	5	-10	3	3	0	-0.5	0
O=C(Cn1cnc2ccccc21)Nc1cccc([N+](=O)[O-])c1	-10	·	0	-2	-2	-4	·	-6	0.2	-1
Cc1cc(C)cc(C(=O)NCC(=O)OCC(=O)NC2CC2)c1	-2	-11	-3	6	-1	-2	3	-3	0.3	-1
O=C1c2ccccc2NC(c2ccc(-c3ccccc3F)o2)N1O (stereo not given)	-1	-2	0	?	0	·	-2	-14	0.6	?
CCCS(=O)(=O)c1cnc(C2COc3ccccc3O2)nc1N (stereo not given)	-13	-10	-1	-70	-1	1	3	-3	12	-9
O=C(O)c1cn(C2CCCCC2)c2ccccc2c1=O	-9	-5	-2	-3	0	1	2	-6	-0.1	0
O=C(NCCc1ccc(O)cc1)c1ccc(Cl)cc1	·	6	0	98*	-2	-2	-2	-11	1.1	·

More structures follow.
SMILES	SR-BI HDL uptake	HTR5A inv ctr	V-ATPase pH	MITF TRPM1 HTS	dFosB activator	NSD2 HMT inh	HTR5A ag ctr	PvdQ inh	CDK5 inh	Wnt bcat act
COC(=O)CSCC(=O)Nc1nnc(-c2cccc(C)c2)s1	-1	0	-1	11	0	-1	4	0	-0.6	1
Cc1ccc(N(Cc2ccco2)C(=O)c2ccc(N3CCCCC3)c([N+](=O)[O-])c2)cc1	24	2	2	0	-10	1	-1	14	1.9	-16
Cc1ccccc1OCC(=O)Nc1nc(C)c(C(=O)N(C)C)s1	-7	-19	0	23	-3	-4	3	2	-0.5	·
CCCc1ccc(Oc2coc3cc(OCC(=O)Nc4ccccc4C)ccc3c2=O)cc1	6	6	-6	8	-12	-2	6	-22	-10	-2
COc1cc2cc(CN(CCCN3CCOCC3)C(=O)Nc3ccccc3F)c(=O)[nH]c2cc1OC	7	-8	3	1	1	-1	1	-11	-0.1	-2
COc1ccc(C(CNC(=O)c2ccc(-n3cnnn3)cc2)N2CCOCC2)cc1 (stereo not given)	7	16	-1	-12	-4	0	-7	-2	-1.0	·
COc1ccccc1NC(=O)Cc1noc(CSc2nnc(C(F)(F)F)n2C)n1	-9	-2	2	-5	-2	-1	1	-4	0.1	-1
Cc1cc(Cl)ccc1OC(C)C(=O)NN1C(=O)c2ccccc2C1=O (stereo not given)	3	2	3	0	2	-5	0	-15	0.3	-2
CCC(C)(C)NC(=O)COc1ccc(C(=O)c2ccccc2)cc1	-17	9	-1	6	-5	-2	-4	-6	-3.3	0
CCOC(=O)C1=C(C)N=C2c3ccccc3C(=O)C2C1c1ccccc1 (stereo not given)	28	-28	1	·	-15	-1	0	0	1.3	·
Cc1ccc(-c2cc(C(=O)Nc3cccc(S(=O)(=O)N(C)C)c3)c3ccccc3n2)o1	·	5	4	3	5	-2	-2	-8	-0.2	-2
S=C(NCc1ccccc1)NCc1ccccc1Cl	8	-2	-17	2	-8	0	0	9	0.2	-1
Nc1nc(N2CCOCC2)n[nH]1	-6	-10	-2	4	1	1	3	4	-2.6	-1
CCC1COCCS(=O)(=O)N1Cc1cccc(Cl)c1 (stereo not given)	-11	34	2	13	0	·	-13	-16	0.0	-1
O=C(COC(=O)C1CC1)Nc1ccc2[nH]c(=O)[nH]c2c1	·	11	-1	0	-6	-1	0	4	1.5	1
O=C(O)C(Cc1cc2ccccc2[nH]1)N1C(=O)C2CC=C(Cl)CC2C1=O (stereo not given)	-24	6	-2	-1	2	-3	3	-7	0.2	-2
C#CCn1cnc2c(cnn2-c2ccc(C)c(C)c2)c1=O	-5	-23	3	66	-12	0	10	-17	-0.2	·
O=C1[C@H](Oc2ccccc2)[C@@H](c2ccncc2)N1c1ccncc1	-5	-9	-3	12	8	·	2	-11	-1.3	-3
CCOC(=O)C1CCCN(C(=O)c2ccc3c(c2)NC(=O)C(N2CCOCC2)S3)C1 (stereo not given)	-7	5	1	1	6	0	-2	2	1.9	-2
CNc1oc(-c2ccc(OCc3ccccc3)cc2)nc1C#N	30	-12	1	75	-11	-2	5	-8	-0.7	·
Cc1ccc([N+](=O)[O-])cc1NC(=O)Cc1cccs1	-23	-19	0	-7	-1	·	6	-1	-1.1	0
COc1ccc(-n2c(SCC(N)=O)nnc2-c2ccco2)cc1	13	-18	-3	1	-7	-4	7	-12	0.3	-1
CCNS(=O)(=O)c1ccc(CCC(=O)NCc2ccccn2)cc1	-11	7	8	·	4	1	-2	-12	-1.6	1
CC(C)c1ccc(CSc2ccc(S(=O)(=O)N3CCOCC3)cn2)cc1	-14	-4	1	0	-2	0	-8	-1	0.8	-7
O=C(CN1CCN(c2ccccc2F)CC1)N1CCc2ccccc21	·	-7	-1	·	-2	-2	2	-7	0.2	0
COc1ccc(CNC(=O)CCN2C(=O)[C@@H]3Cc4ccccc4CN3C2=O)cc1	-2	8	0	6	-7	-2	-2	6	-1.1	-1
C/C(=N\NC(=O)c1ccc(CSc2nc(C)cc(C)n2)cc1)C1CCCCC1	-2	-16	2	-10	-7	-2	6	-11	4.7	·
CCOc1cc(-c2cc(-c3ccc(C)cc3)nc(N)c2C#N)ccc1O	30	-18	1	0	3	1	7	2	1.6	-17
Cc1cccc2cc(C#N)c(SCC(=O)NNC(=O)Cc3ccccc3)nc12	5	10	-4	-5	?	-2	0	-4	-0.5	·
O=C(O)c1cccc(NS(=O)(=O)c2ccc(C3CCCCC3)cc2)c1	-20	-6	-4	-2	-2	5	2	-3	-4.2	·
CCN(CC)NC(=O)Nc1ccccc1	-31	·	-1	4	-1	1	·	-7	-0.9	-1
CCCN(CCC)CCNc1c(N2CCN(C(=O)OCC)CC2)c(=O)c1=O	-10	-22	2	3	0	15	3	-12	-0.3	-1
COc1ccc(CN(C(=O)/C=C/c2ccco2)C2CCS(=O)(=O)C2)cc1 (stereo not given)	-31	-12	-1	4	-3	2	6	-10	0.6	-1
O=C1Nc2cc(S(=O)(=O)N3CCCC3)ccc2N2CCCC12 (stereo not given)	6	-22	-2	·	2	·	1	-6	-2.7	·
O=S(=O)(Nc1cc(S(=O)(=O)N2CCOCC2)ccc1O)c1ccc2c(c1)OCCCO2	-2	2	4	4	-11	-6	-1	-7	-1.2	1
O=C(Nc1ccc(N2CCOCC2)c(Cl)c1)c1ccc(-n2cnnc2)cc1Cl	-12	14	0	1	-3	2	5	-15	0.8	2

Outcome played no part in choosing rows; any-hit rate near 5%.
